High-throughput results as filed in PubChem BioAssay.
HEK293 tox = cytotoxicity counter-screen for GLP-1 receptor inverse agonists; 410,000 tested, 0.13% active; HEK293 cAMP-luciferase reporter cells, luminescence, 24 h; Potency, µM (top dose mostly 38.3 µM), for inactives: top-dose activity change, negative = inhibition, hits mostly inhibitors;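 also: loss of luciferase light is scored as toxicity; potency is read from the fitted curve at half-maximal effect; % is scaled to controls: 0 for no effect and ±100 for the full control effect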
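Here, cytotoxicity is scored as loss of luminescence. The MLSMR collection was tested on cells seeded in medium containing 10% Nu serum, with a 24 hr compound exposure preceded by 12 hours of culture.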
D3 ag = D3 dopamine receptor (human) agonism; P35462; AID 652048; D3R DiscoveRx beta-arrestin cells, luminescence, 90 min; 410,000 tested, 0.58% active; max activation, %; in the data active = max activation above about 30%; also: 0% is about no effect; mostly tested at two doses, the higher about 12 µM
Target sequence (P35462 whole entry, looked up): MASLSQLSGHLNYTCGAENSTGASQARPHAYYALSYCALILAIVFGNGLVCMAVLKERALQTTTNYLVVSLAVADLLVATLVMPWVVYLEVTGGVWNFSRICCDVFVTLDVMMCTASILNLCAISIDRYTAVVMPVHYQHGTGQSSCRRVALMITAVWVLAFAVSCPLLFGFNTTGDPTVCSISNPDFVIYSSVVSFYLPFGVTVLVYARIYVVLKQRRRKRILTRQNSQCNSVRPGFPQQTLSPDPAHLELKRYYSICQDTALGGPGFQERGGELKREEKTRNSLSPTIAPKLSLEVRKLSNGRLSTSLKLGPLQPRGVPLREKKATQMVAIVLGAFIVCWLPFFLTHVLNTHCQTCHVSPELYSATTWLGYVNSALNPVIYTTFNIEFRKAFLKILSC
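Agonist-mode cell screen: cells plated at 1500/well and incubated overnight at 37 °C, then exposed to library compounds for 90 min at 37 °C. Detection reagent was added for 30–60 min at room temperature, and luminescence was read.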
KB-3-1 cytotox = kills parental KB-3-1 adenocarcinoma cells | Potency, µM (titrated, usually from 46.1 µM), for the others: at the top dose activity change, negative = cytotoxic, actives largely listed as cytotoxic | 400,000 tested, 1.4% active | KB-3-1 viability, CellTiter-Glo ATP luminescence, 72 h | AID 1347075; also: potency is read from the fitted curve at half-maximal effect; % is scaled to controls: 0 for no effect and ±100 for the full control effect; nearly all actives have a fitted effect of over 60% in size
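Cytotoxicity in the drug-sensitive parental line KB-3-1 was scored as loss of CellTiter-Glo luminescence following 72 h incubation with compound. Values come from curve fitting of normalized concentration-response data.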
HT1080-NT tox = kills 2HG-producing HT-1080-NT fibrosarcoma cells | HT-1080-NT fibrosarcoma viability, CellTiter-Glo ATP luminescence, 48 h | Potency, µM (top dose mostly 46.1 µM), for the others: at the highest dose activity, negative = less viability, hits mostly cytotoxic | 360,000 tested, 1.6% active | AID 686970;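 also: NT is the 2HG producing partner of a matched IDH1 knockdown line; potency is read from the fitted curve at half-maximal effect; 0% = DMSO-treated cells and -100% = media-only wells without cells; nearly all actives have a fitted effect of over 55% in size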
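A 48-hour cytotoxicity screen used HT-1080-NT cells plated 2 hours before compound delivery. ATP-based CellTiter-Glo luminescence measured viability, normalized to DMSO and no-cell controls.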
IL1B secr inh = inhibitors of inflammasome signaling (IL-1 beta secretion); THP-1 LPS/ATP IL-1B secretion, AlphaLISA, 16 h; stronger effect = lower value; 360,000 tested, 4.7% active; activity change, % at 57.5 µM; in the data active = activity change below about -50%; inconclusive = mostly about -30% to -49%; also: % is scaled to controls: 0 for no effect and ±100 for the full control effect
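Secreted IL-1B measured by AlphaLISA bead assay after 16 h compound exposure of THP-1 cells; compounds (final up to 57.5 uM) added 1 h before LPS (250 ng/mL) and ATP (1.25 mM) stimulation; lower signal means less secretion.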
HT1080 IDH1KD tx = HT-1080 IDH1 knockdown cell toxicity (counter line); 360,000 tested, 2% active; Potency, µM (top dose mostly 46.1 µM), inactives show top-dose activity, negative = toxicity, hits mostly cytotoxic; HT-1080 IDH1 knockdown viability, ATP luminescence, 48 h;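 also: potency is read from the fitted curve at half-maximal effect; 0% = DMSO wells and -100% = cell-free medium wells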
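% activity derives from luminescence (CellTiter-Glo), normalised to DMSO and no-cell wells. HT-1080-IDH1KD cells, 750/well, had 48 h compound exposure at 37 °C.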
KB-V1 MDR tox = kills drug-selected multidrug resistant KB-V1 cells; 400,000 tested, 3.4% active; Potency, µM (highest dose often 46.1 µM), for inactives: at the highest dose activity change, negative = cytotoxicity, most hits filed as cytotoxic; KB-V1 MDR cells viability, CellTiter-Glo, 72 h; also: potency is read from the fitted curve at half-maximal effect; % is scaled to controls: 0 for no effect and ±100 for the full control effect; nearly all actives have a fitted effect of over 60% in size
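Luminescent ATP read-out (CellTiter-Glo, 10 min) measures survival of drug-selected KB-V1 MDR cells after 72 h, 37 degrees C compound exposure. Medium: phenol-red-free DMEM, 10% FBS. Values from fitted concentration-response curves.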
MCF10A rerep = DNA re-replication induction in MCF 10a cells; AID 624296; MCF 10A DNA re-replication, Hoechst nuclear intensity, 48 h; 350,000 tested, 2.9% active; Potency, µM (top dose mostly 46.1 µM), for the others: top-dose activity, positive = re-replication, actives largely listed as activators; also: potency is read from the fitted curve at half-maximal effect; % of control where 0% means no effect; nearly all actives have a fitted effect of over 50% in size
SW480 rerep = inducers of DNA re-replication in SW480 colon cancer cells; AID 624297; Potency, µM (highest dose often 46.1 µM), for inactives: at the top dose re-replication activation, actives largely listed as activators; 340,000 tested, 1.8% active; SW480 DNA re-replication, Hoechst DNA content imaging, 48 h; also: potency is read from the fitted curve at half-maximal effect; % of control where 0% means no effect; nearly all actives have a fitted effect of over 55% in size
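Readout is total intensity of Hoechst-stained nuclei, excited at 405 nm and collected at 500-530 nm. Compound treatment lasted 48 hr at 37 C in 5% CO2 before staining.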
Active calls of the source: *; u = inconclusive; x = not tested or not shown; & = joins results of further samples; [ ] = another dose, or the depositor's remark. Unless noted, calls follow the shape of the dose curve; as a rule, active = well fitted curve in the direction sought with a large enough effect; inconclusive = small, poorly fitted or top-dose-only effect, or another doubt; inactive = no such curve, though single readings can be large; an effect the other way counts as inactive or inconclusive.

compound | HEK293 tox | D3 ag | KB-3-1 cytotox | HT1080-NT tox | IL1B secr inh | HT1080 IDH1KD tx | KB-V1 MDR tox | MCF10A rerep | SW480 rerep
CCOc1ccc(NC(=O)c2cc(S(=O)(=O)N3CCCCC3)c[nH]2)cc1 | 7.1%&-3.5% | -2.9&0.9 | -4.0% | -13.5% | 13.4 | -8.5% | 13.5% | 2.0% | 0.3%
Cc1cc(C)nc(SC2CC(=O)N(c3ccc(Cl)cc3)C2=O)n1 (stereo not drawn) | -19.1% | -9.4 | -0.3% | 5.6% | 15.4 | 1.4% | -21.3% | u | -2.1%
O=C(CN1CCCCCC1)Nc1cccc(Br)c1 | -8.1% | -7.4 | 10.6% | -3.3% | -6.1 | -3.3% | u | 0.9% | -1.4%
CCC(C)c1c(O)nc(SCC(=O)N2CCOCC2)[nH]c1=O (stereo not drawn) | 20.0% | 2.3 | -0.3% | 3.5% | -4.5 | -0.6% | 2.4% | -6.2% | -1.4%
COc1ccccc1Nc1nc(Cl)nc(NC(C)(C)C)n1 | -0.8% | 0.8 | -17.0% | -21.8% | -21.6 | -15.4% | u | u | -1.5%
CSc1nc2nc3c(cc2c(=O)n1-c1ccccc1)COC(C)(C)C3 | -9.9% | 15.5 | -0.7% | -1.9% | 13.0 | -1.5% | 0.0% | 3.9% | 17.9%
COc1cc(C)c(S(=O)(=O)NOCc2ccccc2)c(C)c1C | 5.9% | 1.0 | -12.8% | -3.7% | 0.1 | -2.6% | u | 25.6% | -0.2%
O=C(CNCc1ccc(F)cc1)Nc1ccccc1-c1ccccc1 | 0.8% | 3.5 | 5.1% | 4.1% | 7.0 | 8.2% | 13µM* | u | -0.9%
C#CC[N+]1(CC#Cc2ccccc2)CCCCC1 | 8.1% | -2.0 | -25.1% | 4.1% | 11.0 | 0.9% | 3.4% | -31.0%[inhibitor] | -33.2%[inhibitor]
C/C=C/C=C/C(=O)[C@@H]1[C@@H]([C@]2(C)OC(=O)C(C)=C2O)[C@H]2/C(=C(O)/C=C/C=C/C)C(=O)[C@]1(C)C(=O)C2(C)O (stereo partly drawn) | -7.5% | 6.0 | 0.0% | 1.1% | -16.9 | 7.1% | 1.9% | u | 4.7%
Cc1ccc2nc3c(cc2c1)c(NC(=O)c1cccnc1)nn3C | 40.3%[activator] | 2.2 | 0.2% | -0.9% | 16.6 | 9.0% | 2.3% | u | u
N#Cc1c(NC(=O)c2ccc(Br)o2)n(-c2ccccc2)c2nc3ccccc3nc12 | 107.9%[activator] | -2.2 | -9.1% | 3.0% | 41.7 | -2.2% | -1.7% | u | u

Record cards (already shown). Order of values: HEK293 tox, D3 ag, KB-3-1 cytotox, HT1080-NT tox, IL1B secr inh, HT1080 IDH1KD tx, KB-V1 MDR tox, MCF10A rerep, SW480 rerep
O=C(CN1CCCCCC1)Nc1cccc(Br)c1 as listed: -8.1%, -7.4, 10.6%, -3.3%, -6.1, -3.3%, u, 0.9%, -1.4%
C/C=C/C=C/C(=O)[C@@H]1[C@@H]([C@]2(C)OC(=O)C(C)=C2O)[C@H]2/C(=C(O)/C=C/C=C/C)C(=O)[C@]1(C)C(=O)C2(C)O (stereo partly drawn) as listed: -7.5%, 6.0, 0.0%, 1.1%, -16.9, 7.1%, 1.9%, u, 4.7%

Next entries follow.
compound | HEK293 tox | D3 ag | KB-3-1 cytotox | HT1080-NT tox | IL1B secr inh | HT1080 IDH1KD tx | KB-V1 MDR tox | MCF10A rerep | SW480 rerep
CCOc1ccccc1NC(=O)NNC(=O)CCc1ccc(OC)cc1 | -4.9% | 11.1 | 7.1% | 23.9% | 5.8 | 4.3% | -1.5% | -0.6% | -5.7%
COc1ccc2nc(C)cc(SCC(=O)Nc3c(C)cc(C)cc3C)c2c1 | 0.2% | 2.5 | -1.2% | 23.0% | -11.6 | -15.3% | 13µM* | 14.1% | -12.1%
Oc1ccc(N2CCN(C(c3ccncc3)c3nnnn3C3CCCC3)CC2)cc1 (stereo not drawn) | -9.0% | 6.4 | -9.4% | 6.8% | 1.6 | -1.0% | 0.7% | u | 11.4%
Cc1c(C(=O)OCC(=O)NC(=O)NC2CCCCC2)cccc1[N+](=O)[O-] | -10.8% | 0.0 | 14.7% | -1.4% | -66.8* | -6.0% | 11.7% | 8.4% | -15.1%
COc1ccc(-c2c(O)c(C#N)c(-c3ccccc3)n(-c3ccc(OC)cc3)c2=O)cc1 | 3.9% | 3.2 | 26.5% | 7.3% | 10.2 | 7.3% | -21.5% | 2.9% | -131.9%[inhibitor]
CCN1CCN(CC(=O)N2N=C(c3ccc(OC)cc3)CC2c2ccc(OC)cc2)C(=O)C1=O (stereo not drawn) | 11.3% | -0.4 | -1.5% | 5.2% | -10.1 | 2.6% | 0.9% | 3.3% | 6.8%
COCC1CCN(C(=O)c2cc(COc3ccc(OC)c4ccccc34)on2)C1 (stereo not drawn) | 3.0% | 5.0 | 7.8% | -0.3% | -19.5 | -1.7% | u | u | 2.3%
CCOC(=O)c1ccc(N/C=C2\CCCCC2=O)cc1 | 26.0% | -4.7 | 2.8% | -1.8% | -18.9 | -1.9% | 2.3% | 6.1% | -4.9%
CCOc1ccccc1C(=O)N1CCc2cc(OC)c(OC)cc2C1COc1ccc2c(C)cc(=O)oc2c1 (stereo not drawn) | 0.0% | -2.6 | 3.5% | x | x | x | -8.5% | x | x
O=C(/C=C/[C@H]1O[C@@H](n2cnc3c(NC(=O)c4ccccc4)ncnc32)[C@H](O)[C@@H]1O)NCCc1c[nH]c2ccccc12 | 1.9% | 7.8 | 0.1% | 23.2% | -5.1 | 24.6% | 18.9% | x | x
CCC(C(=O)Nc1ccccc1Cl)n1nc(C)c2c(C)n(-c3ccccc3)nc2c1=O (stereo not drawn) | -15.2% | 1.4 | -8.6% | 8.5% | -18.6 | u | -22.8% | 8.7% | 0.2%
CCOC(=O)c1c(C)oc2ccc(N(C(=O)c3ccncc3)S(=O)(=O)c3ccc(F)cc3C)cc12 | -16.9% | 1.5 | -4.9% | x | x | x | u | x | x

Other structures follow.
SMILES	HEK293 tox	D3 ag	KB-3-1 cytotox	HT1080-NT tox	IL1B secr inh	HT1080 IDH1KD tx	KB-V1 MDR tox	MCF10A rerep	SW480 rerep
O=C1NC[C@H](CCCCN2CCN(Cc3ccccc3)C(=O)C2=O)N(CCc2ccc(O)cc2)C1=O	2.7%	-5.1	17.6%	4.6%	22.5	8.5%	3.8%	x	x
CCOCCCNC(=O)C(c1ccc(Cl)cc1)N(Cc1ccc2c(c1)OCO2)C(=O)c1ccc(NC(C)=O)cc1 (stereo not drawn)	-28.7%	-1.2	6.9%	x	x	x	-6.4%	x	x
O=C(NC1CC1)C1CCN(c2ncnc3c2sc2cccc(F)c23)CC1	-9.1%	-0.6	-14.5%	-6.3%	-17.3	-1.6%	u	2.9%	-1.3%
CCOC(=O)N1CCC(N2CCCC(C(=O)c3cc(F)ccc3OC)C2)CC1 (stereo not drawn)	-2.7%	-18.8	-8.0%	-2.8%	-10.2	1.7%	-9.0%	-0.8%	-6.7%
CCOC(=O)CNC(=O)N1CCCC(CNS(=O)(=O)c2cccs2)C1 (stereo not drawn)	-2.2%	0.0	-0.3%	0.8%	12.1	-0.5%	14.8%	3.2%	u
Cc1cccc(OCC(=O)OCC(=O)c2c(N)n(C)c(=O)n(C)c2=O)c1C	1.7%	0.9	-18.4%	2.4%	0.0	-1.3%	2.1%	u	-1.2%
CCOc1ccc(-n2c(SCC(=O)Nc3nccs3)nc3c(c2=O)SCC3)cc1	1.5%	4.2	0.0%	18.4%	-5.1	8.5%	0.4%	-2.0%	-8.2%
Cc1csc(N2C(=O)C3C4CCC(O4)C3C2=O)n1 (stereo not drawn)	-10.9%	0.6	0.3%	17.4%	1.8	0.0%	26.9%	-2.7%	u
COc1ccc(N(C)C(=O)CC2(CC(=O)O)CCCCC2)cc1	4.5%	-4.1	8.0%	1.1%	22.9	-0.4%	22.0%	1.2%	0.9%
CCn1c(SC2CCOC2=O)nnc1-c1ccc(Cl)cc1 (stereo not drawn)	-14.7%	0.3	1.2%	6.5%	-3.4	9.6%	28.6%	-3.8%	2.2%
CCC(=O)NC(C)C(c1cccs1)N1CCOCC1 (stereo not drawn)	2.5%	-17.7	-12.3%	1.5%	-1.3	-17.1%	u	-3.4%	-0.4%
CCC(C)NCCOc1ccc(C)cc1[N+](=O)[O-] (stereo not drawn)	-15.0%	-16.6	2.4%	3.0%	-53.6*	5.1%	-3.7%	7.2%	-0.4%
COCCCN=C1NN=C(c2cc(C)n(-c3ccccc3)c2C)CS1	-4.2%	4.7	-0.6%	6.6%	39.2	12.8%	-9.8%	u	u
CNc1cc(-c2ccc(O)cc2C)ncn1	0.4%	7.3	-0.1%	7.3%	23.3	8.5%	-3.1%	x	x
CN1CCN(S(=O)(=O)c2ccc(NC(=O)c3cccc(S(=O)(=O)N4CCCC4)c3)cc2)CC1	-8.9%	4.8	-0.9%	9.8%	20.6	-1.3%	3.4%	4.6%	-0.7%[9.22 µM]
O=C(Cc1c(C(=O)O)[nH]c2ccccc12)Nc1ccc2c(c1)OCO2	0.7%	-4.9	0.5%	-1.8%	-11.5	-0.3%	-0.6%	1.2%	-2.8%
CCSCCOC(=O)C1=C(C)N(C)C(=O)NC1c1ccc2c(c1)OCO2 (stereo not drawn)	-5.8%	3.6	-2.6%	0.9%	16.9	1.6%	-6.0%	-1.2%	-6.5%
O=C(O)/C=C/c1ccc2ccccc2n1	0.4%	-7.2	8.8%	-23.6%	-71.2*	-22.4%	23.9%	-13.3%	-11.3%
Cc1ccc(N(CC(=O)NCCc2ccccc2)S(=O)(=O)c2c(C)noc2C)cc1	-13.5%	-2.9	-1.6%	12.6%	-7.7	-1.8%	u	1.5%	7.4%
